# Bioassay records from PubChem.
# TEAD-YAP inh: TEAD-YAP interaction inhibition | HEK-TIYL cells, TEAD-Gal4/YAP UAS-luciferase luminescence | inhibition, % at 9.12 µM | 640,000 compounds, 1.4% hits | AID 1259422; in the data active = inhibition above about 32%;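 note: 0% = median of test compound wells and 100% = reference inhibitor wells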
# MITF primary: inhibitors of human MITF. O75030. AlphaScreen MITF homodimerization, bead proximity signal. inhibition, % at 2.6 µM. 650,000 compounds, 0.91% hits; in the data active = inhibition above about 50%;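 note: 0% = vehicle wells with protein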
# FBW7 act: human FBW7 E3 ligase activation, primary screen; AlphaScreen FBW7–phospho-cyclin E peptide binding, activator screen; normalized activity (activation), % at 26.1 µM; Q969H0; 650,000 compounds, 0.13% hits; in the data active = normalized activity above about 1.9%;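 note: purified mutant Fbw7 with reduced substrate affinity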
# Target sequence (Q969H0 whole entry, looked up): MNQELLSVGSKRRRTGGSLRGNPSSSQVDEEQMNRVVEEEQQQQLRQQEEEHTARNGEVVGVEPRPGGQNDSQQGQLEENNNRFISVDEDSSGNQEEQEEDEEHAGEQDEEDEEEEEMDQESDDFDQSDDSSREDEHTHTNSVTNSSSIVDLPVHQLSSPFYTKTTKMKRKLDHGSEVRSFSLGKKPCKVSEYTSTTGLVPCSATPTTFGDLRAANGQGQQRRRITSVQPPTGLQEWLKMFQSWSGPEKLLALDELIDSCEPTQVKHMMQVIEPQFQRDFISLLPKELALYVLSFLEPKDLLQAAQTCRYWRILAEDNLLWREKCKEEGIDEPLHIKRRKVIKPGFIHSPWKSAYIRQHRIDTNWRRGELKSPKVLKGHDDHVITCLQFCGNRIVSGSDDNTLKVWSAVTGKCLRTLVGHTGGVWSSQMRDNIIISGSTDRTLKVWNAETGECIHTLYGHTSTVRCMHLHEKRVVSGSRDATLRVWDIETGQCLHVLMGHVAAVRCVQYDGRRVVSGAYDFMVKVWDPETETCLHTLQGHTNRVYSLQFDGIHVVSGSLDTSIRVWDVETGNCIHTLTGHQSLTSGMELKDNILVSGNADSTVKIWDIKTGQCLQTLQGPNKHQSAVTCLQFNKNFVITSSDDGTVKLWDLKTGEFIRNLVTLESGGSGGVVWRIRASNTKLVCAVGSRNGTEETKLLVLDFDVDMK
# GPR151 ag: human GPR151 activation. Q8TDV0. PathHunter beta-arrestin GPR151 cells, luminescence. activation, % at 11.2 µM. 650,000 compounds, 1% hits. AID 1508602; in the data active = activation above about 4.9%;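 note: 0% = median of compound wells and 100% = cells with positive control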
# Target sequence (Q8TDV0 whole entry, looked up): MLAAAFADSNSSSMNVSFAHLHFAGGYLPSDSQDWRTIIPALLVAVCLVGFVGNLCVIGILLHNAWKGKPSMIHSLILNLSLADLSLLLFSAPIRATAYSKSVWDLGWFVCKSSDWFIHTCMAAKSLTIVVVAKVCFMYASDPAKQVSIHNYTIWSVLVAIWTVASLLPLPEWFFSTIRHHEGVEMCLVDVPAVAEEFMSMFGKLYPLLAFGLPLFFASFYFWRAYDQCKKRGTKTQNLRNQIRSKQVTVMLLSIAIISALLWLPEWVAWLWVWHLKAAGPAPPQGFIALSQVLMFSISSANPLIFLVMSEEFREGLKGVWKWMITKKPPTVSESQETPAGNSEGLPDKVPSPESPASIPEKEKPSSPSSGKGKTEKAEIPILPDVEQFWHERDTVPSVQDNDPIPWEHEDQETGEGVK
# * hit, by the source's call.
SMILES,TEAD-YAP inh,MITF primary,FBW7 act,GPR151 ag
CC(C)C12CN3CC(C(C)C)(CN(C1)C31C(=O)Nc3ccccc31)C2=O (centres undefined),7,-4,0.0,1.5
O=C(CSc1nnc(Cc2ccccc2)o1)Nc1ccc(Br)cn1,-14,4,-0.2,-1.9
Cc1ccc(/C(O)=C2/C(=O)C(=O)N(CCCC(=O)O)C2c2cccc(F)c2)cc1 (centres undefined),4,14,0.1,0.4
COc1ccc(-c2ccc(-c3nnn(CC(=O)NCc4cccs4)n3)cc2)cc1,-31,16,-0.1,0.5
COc1cccc(CNC(=O)C2CCN(C(=O)c3sccc3-n3cccc3)CC2)c1,8,14,-0.1,-0.4
NC(=O)c1ccc(NC(=O)CSc2ccc(Cl)c(C(F)(F)F)c2)cc1,-1,2,0.1,0.1
CCN(CC)C(=O)C1CCCN(c2nc(NCCCN3CCCC3=O)c3ncn(-c4ccsc4)c3n2)C1 (centres undefined),35*,8,-0.5,0.9
O=C(O)CCCCNCc1ccccc1,-1,9,0.1,-0.3
CCCCOC(=O)COc1cc2c(cc1Cl)-c1cc(Cl)c(OCC(=O)OCCCC)cc1C2=O,14,4,-0.1,-0.2
O=C(c1ccccc1)N1CCN(C(=O)c2ccc[nH]2)CC1,-3,-2,-0.1,-0.2
CCCOc1ccc(C(=O)Nc2nnn(C)n2)cc1,-20,-5,0.1,-0.8
OCc1ccc(-c2cnn3c(N4CCC(O)CC4)ccnc23)cc1,-45,13,-0.1,-0.5
COc1ccc(NC(=S)NC(=O)/C=C/c2ccco2)cc1,-42,-1,-0.6,1.1
CC(=O)c1cc(C)ccc1OC(=O)c1ccc(C)cc1,-3,-1,-0.1,0.2
COc1cc(CN(C(=S)NCC(=O)NCCc2ccccc2)C2CCCC2)cc(OC)c1OC,-6,8,-0.1,2.0
Cc1cc(-c2nnc(CCC(=O)NC(C)(C)C34CC5CC(CC(C5)C3)C4)o2)no1,-2,13,0.2,0.8
COc1ccc(-c2cc(C(=O)N3CCOCC3)c3ccccc3n2)cc1,-13,2,-0.2,-0.2
COc1cc(C(=O)OCC(=O)Nc2cc(C)on2)ccc1OCC(=O)N1CCOCC1,7,5,0.2,1.3
CCC(=O)NNC(=O)CSc1nc2cc(OC)ccc2cc1CC,-2,9,-0.1,0.6
Cc1ccnc(NC(=O)C(CC(C)C)N2Cc3ccccc3C2=O)c1 (centres undefined),8,-6,-0.1,0.0
CCOC(=O)c1c(NC(=O)CSc2nnc(CNC(=O)c3cccc(F)c3)n2-c2cccc(Cl)c2)sc2c1CCC2,4,-13,-0.1,0.6
CCOC(=O)N1CCN(C(=O)c2cc(=O)c(OCc3ccc(F)cc3)cn2C)CC1,-6,-4,-0.1,-1.3
O=C(NCCc1ccccc1)c1cc(-c2cccnc2)on1,-31,8,0.1,-0.1
COc1ccc(Br)cc1/C=N/Nc1ccc(S(N)(=O)=O)cc1[N+](=O)[O-],-9,-15,-0.1,0.1
CCCOc1ccc(N2CC(C(=O)Nc3sc4c(c3C#N)CCCC4)CC2=O)cc1 (centres undefined),6,5,0.3,0.4
CCc1ccc(NC(=O)c2[nH]c(C)c(C(C)=O)c2C)cc1,-57,-12,-0.4,-1.0
O=C(O)c1ccccc1C(=O)Nc1n[nH]c(=S)s1,-11,14,0.5,0.3
Cc1ccc(-c2noc(COc3ccc(Cl)cc3Cl)n2)cc1,1,12,0.1,-1.8
O=C1CC(c2ccc(Cl)cc2)c2cc(Br)c3ccccc3c2N1 (centres undefined),-1,1,0.0,0.6
Cc1ccc(N2C(=O)CC(Sc3ccccc3C(=O)O)C2=O)cc1C (centres undefined),5,-17,-0.2,1.1
CCOC(=O)C1=C(C)NC2=C(C(=O)CCC2)C1c1cc(Br)c(O)c(OC)c1 (centres undefined),8,-5,0.0,-1.5
COC(=O)c1cccc(NC(=O)c2c(-c3ccccc3Cl)noc2C)c1,2,10,0.3,-1.7
Cc1ccc(/C=N/Nc2nc3ccccc3s2)o1,-7,9,0.0,-1.8
O=C(NCc1ccc(Cl)cc1)c1ccc2c(c1)NC(=O)C(CS(=O)(=O)Cc1c(F)cccc1Cl)N2 (centres undefined),-4,-5,-0.1,-0.1
CC(C)c1cc(NS(=O)(=O)c2ccccc2)c(O)c(C(C)C)c1,1,2,0.2,-0.6
Cc1cc(C)c(S(=O)(=O)N(C)Cc2cnn(C)c2)c(C)c1,-9,2,-0.1,2.1
COc1ccccc1-c1cc(C(=O)Nc2cccnc2Cl)no1,5,4,0.1,-1.0
O=C(Nc1nnc(SCc2ccccc2F)s1)c1ccc(=O)[nH]c1,-8,-15,0.1,-0.3
CCCCNc1nc(SCC(=O)NCC2CCCO2)nc2ccccc12 (centres undefined),6,-1,0.0,0.0
COc1cc(SC)ccc1C(=O)Nc1ccc(F)c(F)c1,-56,6,0.2,-1.1
O=C1c2cc(N3CCOCC3)c([N+](=O)[O-])cc2C(=O)N1Cc1ccccc1,-4,13,-0.1,-1.5
COc1ccc(C2=NOC(C(=O)NCc3ccc(F)cc3)C2)cc1OC (centres undefined),50*,8,0.0,0.6
CC1CCN(C(=O)CCl)c2ccccc2S1 (centres undefined),67*,15,0.1,-0.4
COCC(=O)NNC(=S)Nc1cccc(C)c1C,15,13,0.2,-0.1
N#CC1=C(N)Oc2n[nH]c(-c3ccc4ccccc4c3)c2C1c1cccc(O)c1 (centres undefined),6,5,-0.6,0.0
Cn1c(=O)c2c(nc3n(CCO)c(-c4ccc(Br)cc4)cn23)n(C)c1=O,9,20,0.2,0.3
CCN(CC(=O)Nc1ccc(Cl)cc1F)CC(=O)NC(C)C,-4,6,0.3,-0.2
CC1=Nc2ccccc2N=C(NC(=O)C(C)Cl)C1c1ccccc1 (centres undefined),-46,-2,-0.1,-0.2
O=C(NCc1cccc(F)c1)c1c(O)c2c([nH]c1=O)CCCC2,-3,-10,0.0,2.9
Nc1nc(SCC(=O)Nc2ccc3c(c2)CCC3)n[nH]1,-4,7,-0.1,1.1
O=C(NCCCN1CCCC1=O)c1ccnc(-c2cccs2)c1,-14,10,0.3,0.9
Clc1ccccc1-c1nnc2sc(-c3ccc4c(c3)OCO4)nn12,17,13,-0.1,-0.1
CCN(CC)c1ccc(CN2CCc3c(nc(C)[nH]c3=O)C2)cc1,8,2,0.1,-0.7
Nc1ncn(C(=O)c2cccc([N+](=O)[O-])c2)n1,-1,6,0.1,1.7
CCCCNC(=O)C(CC)Sc1nc2ccccc2c(=O)n1CCc1ccc(OC)c(OC)c1 (centres undefined),6,9,0.0,1.4
CCn1c(SC)nnc1C1CCCN1C(=O)N1CCOCC1 (centres undefined),-13,13,1.0,-0.5
CCOC(=O)c1cnc2c(OC)cccc2c1NCCN(C)C,13,14,0.1,-0.4
Cc1ccc(/C=C(\NC(=O)c2ccccc2)C(=O)NCCc2cccc(Cl)c2)o1,4,0,0.0,1.9
CCOC(=O)CSc1nc2c(sc(=S)n2-c2ccc(CC)cc2)c(=O)n1-c1ccccc1,0,0,0.0,0.1
O=C(NCc1nc(-c2ccncc2)no1)C1COc2ccccc2O1 (centres undefined),0,-5,0.0,-0.4

# Further entries
SMILES,TEAD-YAP inh,MITF primary,FBW7 act,GPR151 ag
CCN1CCN(C(=O)c2cc([N+](=O)[O-])ccc2Cl)CC1,8,15,0.2,-1.6
CN1C(=O)c2cccc(NC(=O)c3ccc4ncsc4c3)c2C1=O,-1,11,0.1,-1.8
CS(=O)(=O)N(Cc1ccccc1)c1ccccc1C(=O)NCc1ccccc1Cl,-3,13,1.1,-0.9
COc1ccc2c(c1)C[C@H](C(=O)Nc1ccc(-c3cn[nH]c3)cc1SCCC(=O)N(C)C)NC2,-2,48,1.1,0.9
Cn1c(CCCCN)nc2ccccc21,-9,18,1.1,-0.4
O=C(CCC(=O)Nc1ccc(S(=O)(=O)N2CCCCC2)cc1)Nc1ccc(S(=O)(=O)N2CCCCC2)cc1,8,11,1.2,1.1
CCCNc1nc(NCCN2CCOCC2)nc2c1ncn2Cc1ccc(C(F)(F)F)cc1,-9,-5,-0.1,0.2
O=C(Nc1ccc(S(=O)(=O)Nc2ccc(F)cc2)cc1)c1ccccc1[N+](=O)[O-],3,-3,1.0,1.9
CCN1CCC(NC2CCCc3c2[nH]c2ccc([N+](=O)[O-])cc32)CC1 (centres undefined),11,-15,-0.4,0.5
OC(c1cccnc1)c1ccc2c(c1)CN(Cc1cnn(-c3ccc(F)cc3)c1)CCO2 (centres undefined),4,2,-0.3,2.2
Cc1nnc(SCC(=O)Nc2nc3c(s2)CC(C)CC3)s1 (centres undefined),-16,2,-0.1,0.4
O=C(c1nc2sccn2c1CN1CCN(c2ncccn2)CC1)N1CCCCC1,9,4,0.0,0.7
COc1ccc(-n2ncc3c(N4CCN(C)CC4)ncnc32)cc1,-47,19,0.5,-2.9
COc1ccc(-c2nnc(SCC(=O)Nc3ccc(C)c(Cl)c3)nc2-c2ccc(OC)cc2)cc1,-8,5,0.1,-0.3
Cc1c(OS(C)(=O)=O)ccc2c1oc(=O)c1ccccc12,-11,8,0.0,-0.5
O=C(NCCc1ccncc1)c1c(C(F)(F)F)nc2ccccn12,10,11,0.1,-0.1
COc1ccc(C(CNCC(O)CO)c2c[nH]c3ccccc23)cc1 (centres undefined),0,36,0.0,0.2
CCCCNC(=O)CN1C(=O)COc2ccc(C)cc21,-5,7,0.5,-0.8
COc1cccc(CCNC(=O)C2CC23CCN(Cc2cc(OC)ccc2O)CC3)c1 (centres undefined),-5,11,-0.1,-0.2
COc1ccccc1NC(=O)CSc1nc2ccccc2n1CC(=O)N1CCOCC1,4,0,0.0,1.7
O=C(/C=C/c1ccco1)Nc1ccc(CN2CCOCC2)cc1,-79,7,0.0,0.8
COc1ccc(NC(=O)COc2cc(C)ccc2C(C)(C)C)c(OC)c1,1,-6,-0.3,4.0
O=C(O)CCC(=O)N(CCN1CCOCC1)C1CCN(Cc2ccccc2)CC1,8,0,-0.1,0.4
Cn1cc(C(=O)N2CCN(c3ccc([N+](=O)[O-])cc3)CC2)c2c3ccccc3n(C)c2c1=O,-6,17,0.4,-0.3
COc1cccc(NC(=O)CSc2nc3ccsc3c(=O)n2Cc2ccco2)c1,0,6,-0.2,1.2
COc1ccc2c(CNCc3ccc(C)o3)c(C(=O)O)n(Cc3ccccc3F)c2c1,13,2,0.1,2.8
CCN(CC)S(=O)(=O)c1cccc(C(=O)Nc2ccccn2)c1,-10,8,-0.1,-0.4
Cc1ccccc1NC(=O)/C=C1\NC(C)(C)Cc2ccccc21,-4,-1,0.2,0.1
Cc1cc(C)c(Cc2c(C)nc3c(C(=O)NC4CC4)cnn3c2C)c(C)c1,16,11,0.6,0.1
O=C1N[C@@H](CO)C(=O)N2C[C@@H](NCc3ccccc3)C[C@@H]12,-2,12,0.2,-0.6

# Given tab-delimited: entries from further up.
Structure	TEAD-YAP inh	MITF primary	FBW7 act	GPR151 ag
COc1cccc(CCNC(=O)C2CC23CCN(Cc2cc(OC)ccc2O)CC3)c1 (centres undefined)	-5	11	-0.1	-0.2
COc1ccccc1NC(=O)CSc1nc2ccccc2n1CC(=O)N1CCOCC1	4	0	0.0	1.7
O=C(/C=C/c1ccco1)Nc1ccc(CN2CCOCC2)cc1	-79	7	0.0	0.8
COc1ccc(NC(=O)COc2cc(C)ccc2C(C)(C)C)c(OC)c1	1	-6	-0.3	4.0
O=C(O)CCC(=O)N(CCN1CCOCC1)C1CCN(Cc2ccccc2)CC1	8	0	-0.1	0.4
Cn1cc(C(=O)N2CCN(c3ccc([N+](=O)[O-])cc3)CC2)c2c3ccccc3n(C)c2c1=O	-6	17	0.4	-0.3
COc1cccc(NC(=O)CSc2nc3ccsc3c(=O)n2Cc2ccco2)c1	0	6	-0.2	1.2
COc1ccc2c(CNCc3ccc(C)o3)c(C(=O)O)n(Cc3ccccc3F)c2c1	13	2	0.1	2.8
CCN(CC)S(=O)(=O)c1cccc(C(=O)Nc2ccccn2)c1	-10	8	-0.1	-0.4
Cc1ccccc1NC(=O)/C=C1\NC(C)(C)Cc2ccccc21	-4	-1	0.2	0.1
Cc1cc(C)c(Cc2c(C)nc3c(C(=O)NC4CC4)cnn3c2C)c(C)c1	16	11	0.6	0.1
O=C1N[C@@H](CO)C(=O)N2C[C@@H](NCc3ccccc3)C[C@@H]12	-2	12	0.2	-0.6

# The list goes on.
SMILES,TEAD-YAP inh,MITF primary,FBW7 act,GPR151 ag
Cc1ccccc1CSc1ncc(CO)n1CC(=O)NC1CCCC1,12,13,0.0,-1.9
CCOC(=O)c1c(NC(=O)COc2ccc(C)cc2C(C)(C)C)sc2c1CCC2,2,17,0.8,-1.2
CCCOc1cccc(C(=O)Nc2cc3nn(-c4ccc(OC)cc4)nc3cc2C)c1,-2,-2,-0.1,1.4
CCOC(=O)C(CC)Oc1ccc2c(=O)c(Oc3cc(C)cc(C)c3)coc2c1 (centres undefined),-7,8,0.0,-1.6
CC(C)(C)N(Cc1ccccc1)C(=O)CSc1ncn[nH]1,5,9,0.0,1.4
COc1cccc(-n2nc(C(=O)Nc3ccc(Br)cc3C)c3ccccc3c2=O)c1,-4,4,-0.1,-0.7
Cc1ccc(S(=O)(=O)NC(=O)N(C)Cc2ccccc2)cc1,-2,-3,-0.1,-2.0
O=C1NC(=S)/C(=C/c2ccc(-c3ccccc3[N+](=O)[O-])o2)S1,0,-2,-0.1,-0.3
COc1ccc(NC(=O)C2=C(C)NC(=O)NC2c2ccccc2C)cc1 (centres undefined),9,-5,0.0,-0.4
CC1=NN(c2ccc(C(=O)O)cc2)C(=O)/C1=C\c1cccn1-c1ccc([N+](=O)[O-])cc1,7,8,0.1,0.5
CCCN1CCC(Nc2nc3nonc3nc2N2CCCCC2)CC1,0,0,0.0,-0.9
CCCCCSc1nc2ccccc2[nH]1,-66,8,0.8,-3.0
CC(=O)Nc1ccc(NC(=S)NC(=O)c2ccccc2[N+](=O)[O-])cc1,-20,-21,-0.1,6.4*
